# Screens as filed in PubChem BioAssay.
# RmlCD inh 1536 – M. tuberculosis RmlC/RmlD coupled enzyme inhibitors, primary screen, biochemical, compound mixtures, 384-well, from 1536-well plates | inhibition, % at 3.6 µM | dTDP-4-dehydrorhamnose reductase (Mycobacterium tuberculosis (strain ATCC 25618 / H37Rv)) … | RmlC+RmlD coupled enzyme assay, percent inhibition; primary screen in compound mixtures | hit rate 0.03% among 160,000; in the data active = inhibition mostly above about 34%, no sharp cut-off; inconclusive = no clear call, values can overlap the other calls; inactive = mostly below about 22%; also: some results filed as inactive read as strong as hits
# Target sequence (P9WH09 whole entry, looked up): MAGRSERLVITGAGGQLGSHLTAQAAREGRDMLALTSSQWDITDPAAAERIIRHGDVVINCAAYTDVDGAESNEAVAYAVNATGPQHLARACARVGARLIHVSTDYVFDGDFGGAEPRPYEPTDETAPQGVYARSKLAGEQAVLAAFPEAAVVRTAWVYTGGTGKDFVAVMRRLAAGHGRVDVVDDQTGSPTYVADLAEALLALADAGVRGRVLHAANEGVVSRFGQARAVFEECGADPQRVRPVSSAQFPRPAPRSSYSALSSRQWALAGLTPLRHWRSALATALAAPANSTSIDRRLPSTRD
# Target sequence (P9WH11 whole entry, looked up): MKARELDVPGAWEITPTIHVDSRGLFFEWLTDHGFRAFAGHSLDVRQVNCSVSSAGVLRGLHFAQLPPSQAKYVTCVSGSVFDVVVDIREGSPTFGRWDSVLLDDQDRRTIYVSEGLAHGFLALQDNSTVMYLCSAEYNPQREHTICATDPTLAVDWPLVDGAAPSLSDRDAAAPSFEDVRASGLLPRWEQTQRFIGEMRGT
# GlmU inhibition – inhibition of mycobacterial GlmU enzyme – biochemical, glucosamine-1-phosphate acetyltransferase (AID 1376); one-dose inhibition, %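 (tested at 30 µM in the primary screen)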; IC50 in µM for titrated hits; Bifunctional protein GlmU (Mycobacterium tuberculosis (strain ATCC 25618 / H37Rv)); hit rate 0.25% among 220,000; M. tuberculosis GlmU acetyltransferase enzyme assay; higher % means a stronger effect; in the data active = inhibition above about 13%; inconclusive = no clear call, values can overlap the other calls;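 also: 0% = complete reaction with vehicle and 100% = reaction without substrate; strong numbers were not always called active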
# Starred values were filed as active, the others as inactive; ? = inconclusive; nt = no result given. Not all compounds are listed (hit frequency here may not be typical).
SMILES,RmlCD inh 1536,GlmU inhibition
O=C(NC(Nc1ncc(S(=O)(=O)c2ccc([N+](=O)[O-])cc2)s1)(C(F)(F)F)C(F)(F)F)c1ccc(Cl)cc1,6,nt
O=S(=O)(c1ccc(NC(=S)NCc2cccnc2)cc1)N1CCCCC1,2,-7.4%
Cc1ccc(S(=O)(=O)N2c3ccccc3NC(=O)CC2C)cc1 (stereo unspecified),nt,0.3%
Cn1cccc1C(=O)NC(=O)COC(=O)c1cc(S(=O)(=O)N2CCCCC2)ccc1Cl,5,3.6%
CCOC(=O)c1ccc(NC(=O)CSCC(=O)OCC(=O)c2ccccc2)cc1,-8,-3.1%
N#CCCCSc1nnc(CSc2nc3ccccc3s2)n1-c1ccccc1,nt,-1.6%
COc1ccc2[nH]c(=O)c(CN(C(C)=O)c3cccc(C)c3)cc2c1,-11,2.5%
Cc1nc2nc(C)c(CCC(=O)N3CCc4ccccc43)c(C)n2n1,0,11%
N#Cc1ccc(C(c2nnnn2C2CCCC2)N2CCC(Cc3ccccc3)CC2)cc1 (stereo unspecified),nt,2.9%
COc1cccc(CNCCNC(=O)c2ccco2)c1OC,-12,-4.5%
CC(=O)c1ccc(NC(=O)CN(C)CC(=O)Nc2cccc(F)c2)cc1,28,4.3%
O=C(c1csc2c1CCCC2)N1CCN(c2cccc(C(F)(F)F)c2)CC1,-10,-9.4%
Cc1cc(C)cc(OCC(=O)Nc2ccc3c(c2)C(=O)c2ccccc2C3=O)c1,nt,4.5%
COc1cc(/C=N/Nc2nc3ccccc3[nH]2)ccc1O,nt,-3.7%
CCn1c(SCC(=O)OC(C)C)nnc1-c1cccc(Cl)c1,nt,2.2%
c1ccc(OCCOCCSc2ncccn2)cc1,nt,0.3%
Cc1cc(C)cc(NC(=O)CSc2ccccc2)c1,11,2.1%
CCCc1nc2oc3c(NCCN4CCOCC4)ncnc3c2c2c1CCCC2,nt,-2.3%
CC(C)c1ccc(C2N3CC4([N+](=O)[O-])CN2CC([N+](=O)[O-])(C3)C4(C)C)cc1 (stereo unspecified),-4,-1.7%
CC(C)(C)c1cccc(Oc2nn[nH]n2)c1,1,12%
O=C(C1CCCN(Cc2ccccc2)C1)N1CCCCC1 (stereo unspecified),-8,2.4%
N#Cc1ccc(OCC(=O)NCCc2ccccn2)cc1,-3,-3.8%
Fc1ccc(C2CC(c3cccs3)=NN2C(=S)Nc2ccccc2)cc1 (stereo unspecified),-6,-5.4%
Fc1ccc(N2CCN(C(c3cccs3)c3nnnn3CCc3ccccc3)CC2)cc1 (stereo unspecified),-4,-0.6%
COc1cc(CC(=O)Nc2ncc(C)s2)cc(OC)c1OC,-2,1.4%
CCOC(=O)CSCC(=O)N1N=C(c2cccs2)CC1c1ccc(F)cc1 (stereo unspecified),7,2.8%
O=C1CSC2=NCN(c3ccccc3)CN12,7,5.2%
Cc1c(CCOC(=O)CC23CC4CC(CC(C4)C2)C3)sc[n+]1CC(=O)c1ccc(Br)cc1,2,nt
CCNC(=S)N1CCN(CC)CC1,6,4.3%
Cn1c(=O)n(C)c2cc(C(=O)Nc3ccc4c(c3)OCO4)ccc21,-5,0.1%
COCCn1nnnc1C(c1ccccc1)N1CCN(c2ccccc2)CC1 (stereo unspecified),-11,5.1%
CC(C)(/C=N/NC(=O)CSCc1ccc(Cl)cc1)CCC#N,5,-0.2%
CC(C)(C)c1nn2cnnc2n(/N=C/c2cccc3ccccc23)c1=O,18,0.1%
Cn1c(SCC(=O)N2CCN(c3ccccc3)CC2)nnc1-c1cc2ccccc2o1,13,0.4%
O=c1[nH]ncc(N2CCN(Cc3ccccc3)CC2)c1Cl,4,-3.0%
O=C(O)C1C2C=CC3(CN(CC(O)COc4ccccc4)C(=O)C13)O2 (stereo unspecified),nt,2.8%
CN(C(=O)c1cccnc1)c1nnc(-c2cccnc2)s1,nt,3.2%
COc1ccc(CN2C(=O)c3ccccc3C2C(=O)NC2CCC(C)CC2)c(OC)c1 (stereo unspecified),-12,-1.0%
CCCc1cc(C(=O)OC)c2ccccc2n1,1,5.4%
CCc1cccc(CC)c1NC(=S)/C(=C(\[O-])c1ccc(Cl)s1)[n+]1ccccc1,-10,4.1%
CC1CCCCN1C(=O)Cn1cnc2cc([N+](=O)[O-])ccc2c1=O (stereo unspecified),19,-4.2%
CCOc1ccc(OCC)c(NC(=O)CCS(=O)(=O)c2ccc(Br)s2)c1,11,4.8%
COc1ccc(-n2nccc2-c2nn(-c3cccc(OC)c3)c(=O)n(C)c2=O)cc1,102,-5.0%
CC(C)=CCN1CCN(Cc2nc(C(C)C)cs2)CC1CCO (stereo unspecified),-12,2.3%
CCN1C(=O)/C(=C2\C=Cc3ccccc3N2CC)OC1=S,nt,-5.2%
CCOc1cc(/C=C2\N=C(C)OC2=O)cc(Br)c1OCC(=O)OC,nt,0.4%
CCC(C)(C)c1ccc(Oc2cccc(C(=O)O)c2)cc1,4,1.1%
Cc1ccc(NC(=O)c2ccc(CN3CCN(C)CC3)cc2)cc1Nc1nccc(-c2cccnc2)n1,nt,-6.2%
O=S(=O)(Nn1cnnc1)c1ccccc1Cl,0,-0.6%
O=c1[nH]c(O)c(C=Nc2ccc(Cl)cc2Cl)c(=O)[nH]1,9,6.1%
COc1ccc(S(=O)(=O)N2CCC(C(=O)NCc3ccccn3)CC2)cc1C,-4,1.3%
CCc1ccc(Nc2ccc(S(=O)(=O)N3CCOCC3)cc2[N+](=O)[O-])cc1,3,-9.5%
CCN(CCCNC(=O)c1cn(CC)c2ccc(S(=O)(=O)N(C)C)cc2c1=O)c1cccc(C)c1,?,0.0%
COc1ccc(Cl)cc1NC(=S)NCCN1CCOCC1,nt,-0.5%
Cc1oc2ccc(O)cc2c1C(=O)c1ccc(Cl)cc1,-2,-6.2%
COc1ccccc1C(=O)NCCc1nc2ccccc2n1C,nt,0.5%
Cc1cc(C)cc(N(C(=O)Cn2nnc3ccccc32)C(C(=O)NCc2ccco2)c2ccncc2)c1 (stereo unspecified),nt,1.3%
CCOC(=O)CC1C(=O)NCCN1S(=O)(=O)c1ccccc1 (stereo unspecified),3,1.6%
Cc1ccc(N2C(=O)c3ccccc3C2C(=O)c2ccc(O)cc2O)cc1 (stereo unspecified),-3,13%*
Cc1ccc(C)c(S(=O)(=O)N2CCCOC2CNC(=O)C(=O)NCc2ccncc2)c1 (stereo unspecified),nt,0.3%
# The listing continues:
SMILES,RmlCD inh 1536,GlmU inhibition
NS(=O)(=O)c1ccc(CCNC(=O)C2CCCCC2)cc1,nt,3.9%
CCOC(=O)c1cnc2cc(-c3ccc(C)cc3)nn2c1-c1ccccc1,10,-1.7%
Cc1ccc(S(=O)(=O)c2nc(-c3ccco3)oc2SCC(=O)NCC2CCCO2)cc1 (stereo unspecified),nt,-2.5%
Cc1ccc(OCC(=O)N2CCN(C(=O)c3cccnc3)CC2)cc1,nt,1.2%
NS(=O)(=O)c1ccc(CCNCc2cc(Br)ccc2OCc2ccccc2)cc1,-9,-3.9%
Cc1ccc(NC(=O)c2cccnc2)cc1S(=O)(=O)N(C)C,-7,1.8%
Clc1ccc(CCNc2nc3ccccc3n3nnnc23)cc1,-13,nt
CCOc1ccc(N2C(=O)CC(N3CCOCC3)C2=O)cc1 (stereo unspecified),-9,0.4%
COc1cc2[nH]c(=O)c(C(=O)NCCCN3CCCCC3)c(O)c2cc1OC,-51,-6.1%
COc1ccc(OCC(=O)N/N=C(\C)CC(=O)Nc2ccc(OC)cc2[N+](=O)[O-])cc1,8,-3.6%
COc1ccc(OCC(=O)Nc2cc(-c3nn(C)c(=O)c4ccccc34)ccc2N2CCOCC2)cc1,nt,-5.2%
CC(Cc1ccccc1)C(=O)NCc1ccncc1 (stereo unspecified),nt,-5.1%

# Quoted at random: six records from the list
SMILES,RmlCD inh 1536,GlmU inhibition
Cc1ccc(NC(=O)c2cccnc2)cc1S(=O)(=O)N(C)C,-7,1.8%
Clc1ccc(CCNc2nc3ccccc3n3nnnc23)cc1,-13,nt
Cc1ccc(S(=O)(=O)c2nc(-c3ccco3)oc2SCC(=O)NCC2CCCO2)cc1 (stereo unspecified),nt,-2.5%
NS(=O)(=O)c1ccc(CCNCc2cc(Br)ccc2OCc2ccccc2)cc1,-9,-3.9%
COc1ccc(OCC(=O)N/N=C(\C)CC(=O)Nc2ccc(OC)cc2[N+](=O)[O-])cc1,8,-3.6%
Cc1ccc(OCC(=O)N2CCN(C(=O)c3cccnc3)CC2)cc1,nt,1.2%

# (continued)
SMILES,RmlCD inh 1536,GlmU inhibition
CC(NC(=O)CN1CCN(Cc2ccc(Cl)cc2)C1=O)c1ccc2c(c1)OCCO2 (stereo unspecified),nt,2.4%
Cc1c(C(=O)N2CCN(Cc3ccccc3)CC2)sc2ncnc(N3CCOCC3)c12,2,-4.7%
O=C(O)/C=C\C(=O)NCc1cccnc1,-19,-3.6%
O=C(CCn1c(=O)oc2ccccc21)NCc1ccc2c(c1)OCO2,-2,0.9%
CCN(CC)S(=O)(=O)c1ccc(N2CCOCC2)c(NS(=O)(=O)c2ccc(C)cc2)c1,5,5.6%
CCOC(=O)c1c(C)nc2c(c1-c1cc(OC)ccc1OC)C(=O)CC(C)(C)C2,11,4.5%
CCc1ccc2c(c1)/C(=N/N(C)C(=S)NC)C(=O)N2,-5,nt
CC1(C)SCC(C(=O)O)NC1=O (stereo unspecified),-7,-7.8%
Cc1c(C#N)c2ncnc(N)c2n1-c1ccccc1,-15,-0.9%
O=C(/C=N/O)Nc1cccnc1,10,-2.4%
CN(C)c1cccc(NC(=O)C2(C)CC2(Cl)Cl)c1 (stereo unspecified),-6,5.7%
CC1(C(=O)NC(=S)N(CCC#N)c2ccccc2)CC1(Cl)Cl (stereo unspecified),nt,4.2%
CN(C)c1ccc(N/C=C/C(=O)c2ccc(F)cc2)cc1,-1,2.1%
CN1C(=O)c2ccccc2OC1(C)Cc1ccccc1 (stereo unspecified),-9,0.7%
CCc1ccc(NS(=O)(=O)c2cccc3nonc23)cc1,2,4.2%
O=C(COc1cccnc1[N+](=O)[O-])Nc1ccc(S(=O)(=O)N2CCOCC2)cc1,-7,4.4%
CCCCn1c(SCC(=O)Nc2nnc(CC)s2)nc2c1c(=O)n(C)c(=O)n2C,11,9.6%
O=C(NC(=S)Nc1ccccc1[N+](=O)[O-])c1ccco1,4,-1.8%
Cc1cc(C)c2c(N)c(C(=O)c3ccccc3)oc2n1,28,4.4%
CC1=C(C(=O)NC2CCC(C)CC2)C2(CCC(C)CC2)OC1=O (stereo unspecified),8,-4.7%
O=C(Cc1nnc(NC(=O)c2ccccc2)s1)N/N=C/c1ccco1,7,3.1%
O=C(NCCCN1CCCC1)c1cccc(N2CCCC2=O)c1,10,-7.7%
CCN(c1cccc(C)c1)S(=O)(=O)c1cccc(C(=O)O)c1,19,4.5%
CCCCNCCOCCOc1ccccc1-c1ccccc1,-1,3.0%

# Shown with each value named: three of the compounds above
CCc1ccc(NS(=O)(=O)c2cccc3nonc23)cc1
  RmlCD inh 1536: 2	GlmU inhibition: 4.2%

Cc1cc(C)c2c(N)c(C(=O)c3ccccc3)oc2n1
  RmlCD inh 1536: 28	GlmU inhibition: 4.4%

CN1C(=O)c2ccccc2OC1(C)Cc1ccccc1 (stereo unspecified)
  RmlCD inh 1536: -9	GlmU inhibition: 0.7%

# Next section:
SMILES,RmlCD inh 1536,GlmU inhibition
CC(NC(=O)c1ccccc1F)c1nnc(SCC(=O)N2CCN(c3ccccc3)CC2)n1C (stereo unspecified),2,0.2%
CC1=CC=CN2C1=NC(=O)CC2(C)C(=O)N(CC(=O)NC1CCCC1)c1cc(C)cc(C)c1 (stereo unspecified),-11,2.9%
C=CCNc1nnc(-c2ccncc2)s1,13,2.1%
CCCC(C(=O)NC1CCCC1)N(C(=O)Cn1nnc(-c2ccc(C)o2)n1)C1CCCC1 (stereo unspecified),nt,3.0%
CCc1ccc(OCC(=O)NC(NC(=S)Nc2ccccc2C)C(Cl)(Cl)Cl)cc1 (stereo unspecified),6,-7.0%
COc1ccccc1-n1c(CNC(=O)c2cccs2)n[nH]c1=S,5,2.8%
CCCc1cc(=O)[nH]c(SCC(=O)CSc2nc(CCC)cc(=O)[nH]2)n1,16,3.0%
Cc1nc2nc[nH]c2cc1Br,-14,-0.6%
CCO[C@H]1OC(C(=O)Nc2ccccc2)=C[C@@H](c2ccc(C(F)(F)F)cc2)[C@@H]1CCCO,nt,2.9%
Cc1ccccc1OCC(=O)N/N=C/c1ccc([N+](=O)[O-])o1,-8,0.6%
COc1ccccc1-n1c(SCC(=O)NC(C)(C)C)nnc1-c1ccco1,-10,0.8%
O=C(O)CC1C(=O)NCCN1CCCc1ccccc1 (stereo unspecified),nt,6.2%
CC(=O)N1CCN(Cc2nc3scc(-c4ccccc4)c3c(=O)[nH]2)CC1,-5,3.2%
O=C(O)c1cc([N+](=O)[O-])ccc1Nc1ccccc1,-8,1.0%
CN1CCN(/N=C/c2c3ccccc3c(Cl)c3ccccc23)CC1,4,-1.2%
CCCCCCOC(=O)c1ccccc1NC(=O)/C=C/C(=O)O,-4,4.5%
O=C(NC1CC1)C1CSC(c2cccnc2)=N1 (stereo unspecified),5,-1.4%

# Profiles, looked up by structure.
# CCCCCCOC(=O)c1ccccc1NC(=O)/C=C/C(=O)O is listed as RmlCD inh 1536 = -4; GlmU inhibition = 4.5%
# O=C(NC1CC1)C1CSC(c2cccnc2)=N1 (stereo unspecified) is listed as RmlCD inh 1536 = 5; GlmU inhibition = -1.4%
